m5-HT2A agonist = mouse HTR2A agonism via beta-arrestin recruitment; CHO-K1 mHTR2A beta-arrestin complementation, luminescence; percent of 30 µM serotonin response; 360,000 compounds, 0.66% hits; AID 624169; activation, % at 7.6 µM;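 active = activation above a run cutoff, the mean activation of all tested compounds plus 3 SD, cut at about 14% in these data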;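 also: 0% = plate median of compound wells and 100% = 30 µM serotonin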
H9c2 protect = modulators protecting cardiomyocytes from myocardial damage | protection from H2O2 cell death, % at 20 µM | H9c2 cardiomyocytes, H2O2 injury protection, ATPLite, 2 h | 360,000 compounds, 0.63% hits;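 active = compounds giving at least 50% protection of heart cells from peroxide-induced death in the single-dose screen, raw or plate-pattern-corrected value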;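 also: 0% = DMSO wells with peroxide and 100% = DMSO wells without peroxide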
TLR9-MyD88 block = TLR9-MyD88 interaction inhibition. Q9NR96+Q99836. CHO BLA complementation TLR9-MyD88, CCF4 FRET ratio. AID 504734. inhibition, % at 4.98 µM. 340,000 compounds, 0.21% hits;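 active = inhibition above the mean over all tested compounds plus 3 SD, cut at about 21% in these data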;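 also: 0% = DMSO only wells and 100% = clavulanate BLA inhibitor control wells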
NOD2 RIPK2 PPI = inhibitors of human NOD2-RIPK2 interaction; O43353; CHO BLA complementation NOD2-RIPK2, CCF4 ratio; inhibition, % at 4.98 µM; 360,000 compounds, 0.38% hits; AID 624267; in the data active = inhibition above about 21%;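 also: 0% = vehicle only and 100% = reference blocker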
Target sequence (O43353 whole entry, looked up): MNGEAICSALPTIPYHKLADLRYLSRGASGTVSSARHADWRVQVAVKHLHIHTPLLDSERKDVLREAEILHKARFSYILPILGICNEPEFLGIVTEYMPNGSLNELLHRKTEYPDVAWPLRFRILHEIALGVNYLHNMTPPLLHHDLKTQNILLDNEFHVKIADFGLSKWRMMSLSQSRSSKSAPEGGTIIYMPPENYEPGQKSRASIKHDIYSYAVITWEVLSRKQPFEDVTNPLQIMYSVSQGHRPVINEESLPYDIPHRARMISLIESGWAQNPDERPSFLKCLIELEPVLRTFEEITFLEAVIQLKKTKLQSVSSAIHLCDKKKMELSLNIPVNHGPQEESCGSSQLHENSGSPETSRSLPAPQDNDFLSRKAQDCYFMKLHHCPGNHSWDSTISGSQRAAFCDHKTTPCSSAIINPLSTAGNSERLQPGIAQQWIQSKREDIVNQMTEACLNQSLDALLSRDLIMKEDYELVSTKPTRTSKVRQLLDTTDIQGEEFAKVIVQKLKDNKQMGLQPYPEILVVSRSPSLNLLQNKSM
MC4R ag barr = human MC4R agonism via beta-arrestin; P32245; U2OS MC4R beta-arrestin complementation, luminescence; percent of melanotan II response, DMSO zero; activation, % at 8.9 µM; 360,000 compounds, 0.98% hits; AID 540308;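 active = activation above a per-plate cutoff, the mean activation of sample wells on that plate plus 3 SD, cut at about 8% in these data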
Target sequence (P32245 whole entry, looked up): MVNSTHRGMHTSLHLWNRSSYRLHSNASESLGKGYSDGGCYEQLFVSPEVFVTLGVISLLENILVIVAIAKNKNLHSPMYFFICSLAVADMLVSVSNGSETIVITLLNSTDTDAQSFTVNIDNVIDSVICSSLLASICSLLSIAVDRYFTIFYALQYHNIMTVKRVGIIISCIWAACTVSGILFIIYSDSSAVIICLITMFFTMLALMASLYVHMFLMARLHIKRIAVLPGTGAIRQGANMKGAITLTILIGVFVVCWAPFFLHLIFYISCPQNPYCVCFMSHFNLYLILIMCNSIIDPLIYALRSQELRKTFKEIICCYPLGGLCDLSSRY
SRC2 inh = inhibits human steroid receptor coactivator 2; Q15596; HEK293 GAL4-SRC2 luciferase reporter, luminescence; inhibition, % at 9 µM; 370,000 compounds, 0.17% hits; AID 651957;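 active = inhibition above the mean inhibition of all tested compounds plus 3 SD, set per campaign, cut at about 52% in these data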;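 also: 0% = DMSO treated cells and 100% = cells given Gossypol at 36 µM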
ABHD5 PLIN5 PPI = blocks binding of human ABHD5 to perilipin-5; Q00G26+Q8WTS1; Split G. princeps luciferase complementation, luminescence, 4 h; inhibition, % at 4 µM; 360,000 compounds, 0.78% hits;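 active = inhibition above the mean inhibition across every tested compound plus 3 SD, cut at about 22% in these data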;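 also: 0% = DMSO only wells and the 100% control is not disclosed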
N-glyco inh = N-linked glycosylation inhibition | D54 ERlucT glycosylation luciferase reporter, 24 h; percent of 100 nM tunicamycin response | reporter increase, % at 12.5 µM | 360,000 compounds, 0.23% hits | AID 588692;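 active = mean luciferase reporter signal, scaled so untreated is 0 and the glycosylation-blocking control 100, at or above a set limit in every replicate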;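 also: luciferase carries N-glycosylation sites so blocking glycosylation raises the light; 0% = median of neutral control wells and 100% = median of 100 nM tunicamycin wells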
ABCB6 inh 2 = human ABCB6 transporter inhibition; K562-ABCB6 porphyrin accumulation, flow cytometry, 1 h; stronger effect = lower value; fluorescence ratio to DMSO, % at 10 µM; 360,000 compounds, 0.19% hits; AID 602162;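 active = fluorescence ratio to DMSO below 75%, the collection mean minus 3 SD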;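 also: signal is porphyrin accumulated inside mitochondria; 100% equals median channel fluorescence of DMSO control wells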
MC4R antagonist = human MC4R antagonism in cAMP assay; P32245; MC4R-expressing cells, MTII-stimulated cAMP, LANCE TR-FRET; inhibition, % at 6.5 µM; 360,000 compounds, 0.48% hits;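 active = inhibition above its plate's cutoff, the mean of tested wells on that plate plus 3 SD, cut at about 29% in these data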;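 also: 0% = Melanotan II alone and 100% = Melanotan II plus saturating MCL0020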
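Test system: U2OS cells stably expressing human melanocortin 4 receptor (MC4R); also added: Melanotan II challenge; compound: 6.5 µM single dose; timing: 30-min compound preincubation, 1-h Melanotan II challenge, 1-h detection, room temperature; signal: Eu-cAMP/anti-cAMP TR-FRET, emission 671 nm; repeats: one well per compound, no replicates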
* marks the source's active call; other numbers are inactive results; / = not tested or not shown. An excerpt (hit frequency here may not be typical).

SMILES	ABHD5 PLIN5 PPI	MC4R antagonist	SRC2 inh	H9c2 protect	NOD2 RIPK2 PPI	ABCB6 inh 2	MC4R ag barr	TLR9-MyD88 block	m5-HT2A agonist	N-glyco inh
COc1ccc(/C=C2/SC(=S)N(CCCC(=O)Nc3cccc(O)c3)C2=O)cc1	10.8	-2.9	29.0	-9.7	-24.1	103.0	2.7	9.4	6.3	1.0
CCOC(=O)CCN(Cc1sccc1C)S(=O)(=O)c1ccc(F)cc1	-2.1	-4.3	-2.9	-1.6	-19.0	94.0	-1.8	-5.6	-4.8	-0.1
CCCC(=O)Nc1ccc2c(c1)nc1n2CCOC1	8.7	-9.4	1.0	7.6	-9.6	102.0	2.6	-2.1	4.5	0.4
CC(C)(C)Cc1nnc(NC(=O)CSc2ccccc2)s1	-11.7	9.4	-10.4	1.4	4.6	104.0	6.0	-6.7	2.6	4.3
C=CCc1ccc(OCCCCOc2ccc(C(=O)O)cc2)c(OC)c1	0.7	15.7	0.0	-7.3	-8.6	103.0	-0.5	/	14.2	2.2
COc1ccc(-c2cc3nc4n(c(=O)c3s2)CCC4)cc1	11.0	1.9	-21.4	-11.5	5.6	99.0	-1.6	7.5	1.3	-20.7
N#Cc1c(-c2ccc3c(c2)OCO3)cc[nH]c1=O	0.4	8.1	/	2.5	-2.9	103.0	-0.6	8.5	-2.4	-3.6
COc1ccc(-n2c(SCC(=O)N3CCCCC3)nc3ccccc3c2=O)cc1	-1.5	-4.3	0.8	-0.3	3.7	96.0	-0.4	-11.9	1.6	1.1
COCCNC(=O)C1CCCN(C(=O)c2oc3ccccc3c2C)CC1 (stereo not given)	-5.4	6.3	-2.3	2.4	-7.2	98.0	-2.2	/	-4.6	0.7
NC(=O)COC(=O)CSc1cccc2cccc(Cl)c12	-2.6	3.5	2.2	-4.5	-13.4	89.0	-0.5	2.0	9.8	-1.5
CNc1cnc(-c2cccc(C(=O)N3CCOCC3)c2)cn1	-3.8	6.9	-15.1	7.7	1.5	96.0	-1.4	/	2.9	1.2
S=c1[nH]nc(-c2ccccc2)n1CC1CCCO1 (stereo not given)	9.2	0.4	-33.1	10.1	7.9	106.0	-0.9	-3.2	13.3	0.5
Cc1ccc(CN2CCN(/N=C/c3cccn3C)CC2)c(C)c1	-7.6	9.2	16.8	-6.2	-4.4	104.0	-0.2	-1.0	-7.2	-2.2
O=C(Oc1ccccc1)c1cccc(COC(=O)c2cnccn2)c1	-0.2	12.7	8.6	-1.9	-4.2	93.0	0.6	-3.3	-3.4	3.4
Cc1onc(-c2ccccc2)c1C(=O)Nc1nnc(N(C)Cc2ccccc2)s1	9.4	7.4	-23.5	0.0	-4.2	103.0	-0.9	3.8	5.7	2.5
CC(C(=O)Nc1ccc(F)c(F)c1F)N(C)Cc1cccs1 (stereo not given)	-6.7	1.0	-23.0	-2.2	3.3	94.0	-2.0	2.4	2.7	-0.9
CCCCN(C)CCNC(=O)Cn1c(=O)sc2ccccc21	-4.0	2.6	-7.5	-3.7	-4.1	99.0	-1.9	-0.9	-8.1	-2.9
O=C1NC2(CCCC2)N=C1c1ccc(F)cc1	2.4	1.9	5.7	-0.8	-5.2	99.0	-1.0	8.9	10.0	0.6
COCCn1c(=O)[nH]c(=O)c2cc(C(=O)c3cc(OC)ccc3O)cnc21	-0.1	-2.3	-41.4	3.1	-1.5	101.0	-1.5	-3.9	-2.1	4.4
Fc1ccc(N2CCN(C3CCC(c4ccccc4)CC3)CC2)cc1 (stereo not given)	1.5	5.7	2.0	-11.7	3.5	99.0	2.1	-10.8	-4.3	0.7
CC1CCC(NC(=O)CN2C(=O)c3cccnc3Oc3ccc(Cl)cc32)CC1 (stereo not given)	0.7	9.2	-15.0	1.7	-6.6	94.0	0.8	-2.6	7.5	-2.5
Cc1ccc(-c2nnc(SCC(=O)Nc3sc(C)c(C)c3C#N)n2C)cc1	-3.7	-2.4	-13.5	-4.1	-10.3	91.0	2.6	6.1	3.9	3.4
NC(=O)C1Cc2ccccc2CN1S(=O)(=O)c1ccc(Cl)s1 (stereo not given)	-2.9	-3.4	-17.5	-4.6	-8.7	101.0	0.2	1.6	0.7	-0.4
Cc1cc(C(=O)NC2CCCC2)c2ccccc2n1	-6.1	3.0	-12.2	3.1	-1.1	92.0	-0.1	0.7	3.5	1.6
CC(C)(C)c1ccc(NC(=O)c2ccsc2)cc1	11.4	6.6	-40.7	-14.9	1.3	100.0	4.7	/	-4.8	-13.1
Cc1ccc(S(=O)(=O)N2CCOCC2)cc1C(=O)NC(=S)N1CC(C)CC(C)C1 (stereo not given)	1.1	0.9	11.5	0.1	0.1	96.0	-0.4	1.3	-0.8	2.1
O=[N+]([O-])c1ccc(CN2CCN(c3ccc([N+](=O)[O-])cc3)CC2)cc1	-1.1	13.9	13.4	-6.3	-4.5	91.0	-2.0	-1.8	-2.3	0.2
O=C(c1ccc([N+](=O)[O-])cc1[N+](=O)[O-])n1cnc2ccccc21	-6.0	20.3	-23.1	20.1	1.1	93.0	1.6	-6.8	3.4	1.1
COc1ccc(CCN(C)Cc2ccc(OCc3ccccc3)c(OC)c2)cc1OC	10.3	1.9	6.3	-4.0	-3.2	101.0	-1.2	-10.7	-8.4	-0.4
O=C1OCCN1C(=O)[C@H]1[C@H](c2ccc([N+](=O)[O-])cc2)C(c2ccccc2)=NN1c1ccc(Br)cc1	8.2	13.6	-5.6	54.7*	-0.4	98.0	-4.5	2.5	4.3	4.3
CCOc1ccc2nc(N(CCCN(C)C)C(=O)c3ccc4c(c3)CCCC4)sc2c1	12.3	6.8	1.8	-11.8	-3.2	101.0	7.7	0.7	-15.7	-3.1
CC(NC(=O)C1CCCN(S(=O)(=O)c2cccs2)C1)c1ccccc1 (stereo not given)	-8.7	7.7	26.8	6.1	-12.4	100.0	0.8	1.7	-2.1	1.3
COc1ccccc1NC(=O)Nc1ccnn1Cc1cccs1	-1.4	-1.2	-26.2	2.3	3.4	90.0	-2.3	-5.8	2.1	1.1
O/N=C/c1cc(Br)cc(Br)c1OCc1ccccc1	-7.8	1.2	-26.4	-3.7	-2.2	86.0	1.6	3.9	6.8	0.0
CCCNC(=O)N1CCN(c2nc(C(C)C)c3c(c2C#N)CC(C)(C)OC3)CC1	0.8	16.7	-6.4	-0.3	-3.9	98.0	-1.2	3.0	-10.4	-12.4
COc1ccc(C(=O)NCC(=O)N2CCN(c3ccc(Cl)cc3)CC2)cc1	-1.1	17.6	3.7	-9.6	-12.1	96.0	-1.3	-10.6	2.1	-0.1
COc1ccc(S(=O)(=O)Nc2ccccc2C(N)=O)cc1OC	-0.6	-2.9	-19.6	2.3	-18.9	100.0	-0.3	/	2.1	0.3
Cc1cc(C)c(S(=O)(=O)N2CCN(C(=O)c3ccc(-n4cncn4)c([N+](=O)[O-])c3)CC2)c(C)c1	5.3	3.1	23.9	-7.4	1.6	97.0	-1.1	-3.3	10.0	-1.8
C/C(=N\NC(=O)COc1cc(C)cc(C)c1)c1cccc(NC(=O)C2CCC2)c1	-1.2	5.4	0.4	2.2	6.2	107.0	-1.4	7.7	4.3	-2.1
COC(=O)c1ccccc1Sc1ncnc2onc(C)c12	4.6	10.3	5.5	3.2	1.1	99.0	-0.4	5.0	0.5	3.7
Cn1c(-c2ccccc2)c(Sc2ccccc2)c2cc(-c3ccc4cc[nH]c4c3)ccc21	-3.9	/	7.2	/	-2.9	99.0	/	/	-3.9	/
Nc1c(N2CCCCC2)c(=O)[nH]c(=O)n1-c1ccccc1	1.1	7.3	-12.8	3.4	3.2	96.0	-1.7	-0.6	1.3	1.4
CCOC(=O)N1CCC(=NNC(=O)COc2ccc(C#N)cc2)CC1	-1.3	8.5	-4.5	1.0	2.7	96.0	-2.1	9.4	-0.9	1.0
CCc1cc2c(=O)c(-c3nc4ccccc4n3C)coc2c(CN2CCCCC2C)c1O (stereo not given)	5.1	18.0	-2.1	10.5	-0.3	104.0	-0.6	-13.7	7.4	-0.6
CCOC(=O)N1CCN(CC(=O)Nc2cc(C)nn2-c2nc3ccccc3s2)CC1	-1.8	3.7	-5.7	30.7	-9.4	95.0	-1.8	-3.5	2.0	-2.8
Cn1ccnc1SCC(=O)Nc1ccc(Cl)cn1	-0.9	13.0	-8.0	21.2	-4.7	95.0	-1.4	-0.1	-3.9	3.9
CCOC(=O)c1cc(C#N)c(SC)nc1-c1ccccc1	-0.8	1.5	3.4	-16.2	5.2	100.0	0.9	0.0	-3.3	-3.3
CN(C)c1ccc(/C=N/NC(=O)CN(c2cccc(Cl)c2)S(C)(=O)=O)cc1Br	-7.2	5.9	-36.4	-21.1	2.3	102.0	-0.3	-1.6	-4.3	-0.6
COC(=O)[C@@]12C[C@@H](CC(=O)N3CCOCC3)C(=O)N(Cc3ccco3)C1=CCC(C)(C)C2	-0.7	/	7.5	/	-16.3	/	/	/	-0.5	/
O=C(O)c1cn(-c2ccc(F)cc2)c2cc(Cl)c(F)cc2c1=O	-4.7	3.8	6.4	0.0	2.1	101.0	-1.8	-4.8	1.5	1.4

Additional compounds.
SMILES	ABHD5 PLIN5 PPI	MC4R antagonist	SRC2 inh	H9c2 protect	NOD2 RIPK2 PPI	ABCB6 inh 2	MC4R ag barr	TLR9-MyD88 block	m5-HT2A agonist	N-glyco inh
Cc1ccc(C2C(C#N)=C(N)Oc3n[nH]c(-c4cccnc4)c32)o1 (stereo not given)	-23.1	6.1	-1.1	3.6	-3.3	106.0	-0.2	6.8	6.2	-1.4
COc1ccc(C2C(C#N)=C(N)N(c3sc4c(c3C#N)CCCC4)C3=C2C(=O)CC(C)(C)C3)cc1 (stereo not given)	-10.0	2.5	/	-0.7	5.0	100.0	1.3	-10.6	-0.6	-8.0
Cc1cccc(N2CCN(C(=O)CCC(=O)N3CC(C)Oc4ccc(C)cc43)CC2C)c1 (stereo not given)	-8.2	12.6	1.8	-3.2	-7.2	95.0	0.3	14.0	3.6	-2.8
CCOC(=O)C1CCN(C(=O)CNC(=O)c2nn(-c3ccc(OC)c(OC)c3)c(=O)c3ccccc23)CC1	8.2	-1.4	-26.6	-4.2	-8.4	96.0	1.4	-0.3	2.7	1.0
CCOC(=O)c1[nH]c2cc3c(cc2c1NC(=O)CN1CCc2ccccc2C1)OCO3	7.0	-8.0	-1.1	24.6	-3.1	105.0	1.2	-2.9	2.9	-5.5
O=C(NC(=S)Nc1ccccc1[N+](=O)[O-])c1ccccc1Cl	-0.3	11.6	-43.6	-3.5	-3.0	99.0	-2.0	-2.6	-7.7	-2.9
O=C(CC(c1ccccc1)c1ccccc1)NCC(O)c1ccc([N+](=O)[O-])cc1 (stereo not given)	1.0	3.3	-16.6	-1.1	-8.7	95.0	-1.5	-1.3	-4.9	-3.1
